Compound activity as filed in PubChem.
IL2 activator: activators of IL-2. IL-2 activation reporter assay, cell-based qHTS; stimulated with anti-CD3/CD4/CD28 beads; in transgenic mouse T cells. 360,000 compounds, 0.065% hits. AID 652025. activation, % (series mostly up to about 46 µM); in the data active means activation above about 50%; inconclusive means mostly about 30% to 49%; further: 0% is about no effect
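Screening format: compound pinned onto unstimulated transgenic mouse T cells, 60 min incubation, then anti-CD3/anti-CD4/anti-CD28 bead stimulation for 18 hours at 37 degrees C, followed by EGFP and DsRed detection.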
Nrf2 block: inhibitors of Nrf2 signaling. A549 ARE-Fluc reporter, luciferase luminescence, 18-24 h. Potency, µM (titrated, usually from 46 µM), for inactives: top-dose activity change, negative = inhibition, most hits filed as inhibitors. 360,000 compounds, 2.1% hits; further: potency means the concentration at half of the fitted maximal effect; on the % scale 0 is the no-effect control and ±100 the full control effect; nearly all actives have a fitted effect of over 60% in size
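In this cell-based qHTS, ARE-driven firefly luciferase in A549 cells reports Nrf2 activity; the luminescent signal after BugLite lysis is the measured value, with a prior CellTiter-Fluor read for cell health.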
TGFb inhibitor: inhibitors of TGF-b signaling; HepG2 CAGA-GFP TGF-b/SMAD3 reporter, GFP fluorescence, 18 h; TGF-beta stimulated, 500 pg/mL final; Potency, µM (titrated, usually from 46.1 µM), for inactives: top-dose activity, negative = inhibition, actives largely listed as inhibitors; 410,000 compounds, 1.2% hits; further: potency means the concentration at half of the fitted maximal effect; on the % scale 0 is the no-effect control and ±100 the full control effect; nearly all actives have a fitted effect of over 65% in size
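Using HEPG2 CAGA-GFP reporter cells at 1000 cells/well, we pinned test compounds, stimulated with recombinant TGF-beta (500 pg/mL final) and measured total well GFP after 18 h.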
ATXN viability: reduces viability in counter-screen for ATXN expression inhibitors | S2 cells (HEK-293 line with an ATXN2-luciferase reporter) viability, CellTiter-Fluor protease fluorescence, 24 h | Potency, µM (series often up to 56.7 µM), usual class: cytotoxic | 400,000 compounds, 0.49% hits; further: potency means the concentration at half of the fitted maximal effect; nearly all actives have a fitted effect of over 40% in size
A549 tox: counter-screen for Nrf2 inhibitors: cytotoxicity in A549 cells | Potency, µM (titrated, usually from 46 µM), without a hit: top-dose activity change, negative = cytotoxicity, actives largely listed as inhibitors | A549 ARE-Fluc cells, CellTiter-Fluor viability, 18-24 h | 390,000 compounds, 0.16% hits; further: potency means the concentration at half of the fitted maximal effect; on the % scale 0 is the no-effect control and ±100 the full control effect
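A549 ARE-Fluc cells in 5% FBS OPTI-MEM, 5000 cells/well, rested 2 h then exposed to compounds in concentration-response for 18-24 h at 37 °C. Viability by CellTiter-Fluor fluorescence (Ex 405/Em 525) after 30 min; luciferase luminescence (BugLite, 15 min, RT) read afterwards.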
ATXN2 expr inh: inhibitors of ATXN2 expression | HEK-293 ATXN2-luciferase reporter, luminescence, 24 h | Potency, µM (highest dose often 57 µM), for the others: top-dose activity change, negative = inhibition, usual class: inhibitors | 360,000 compounds, 0.72% hits; further: potency means the concentration at half of the fitted maximal effect; on the % scale 0 is the no-effect control and ±100 the full control effect; nearly all actives have a fitted effect of over 55% in size
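ATXN2-luciferase reporter cells (luciferase flanked by upstream and downstream ATXN2 gene portions) were treated 24 h at 37 °C with compounds at up to 57 uM. SteadyGlo luminescence gave expression; GF-AFC fluorescence gave viability.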
Nrf2 activator: Nrf2 pathway activation. Potency, µM (top dose mostly 46.1 µM), without a hit: at the top dose activation, actives largely listed as activators. AREc32 ARE-luciferase reporter (MCF7-derived line), luminescence, 24 h. 410,000 compounds, 0.31% hits; further: potency means the concentration at half of the fitted maximal effect; % of control where 0% means no effect; nearly all actives have a fitted effect of over 65% in size
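Each well held 1000 AREc32 cells, which were incubated with compound for 24 hr at 37 deg C after overnight attachment, and ARE reporter activity was quantified by firefly luciferase luminescence.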
HepG2 tox: HepG2 cytotoxicity, counter-screen for TGF-b inhibitors; HepG2 CAGA-GFP viability, ATP luminescence, 18 h; 410,000 compounds, 0.76% hits; Potency, µM (highest dose often 46.1 µM), for the others: at the highest dose activity change, negative = cytotoxicity, hits mostly cytotoxic; AID 588856; further: potency means the concentration at half of the fitted maximal effect; some results filed as inactive show a strong effect at the top dose
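HepG2 CAGA-GFP cells (1000/well, DMEM with 1% FBS) received compound, then TGF-beta at 500 pg/mL final, and were incubated 18 hours at 37 degrees C. Viability was read by CellTiter-Glo luminescence. Media-only wells were set as complete cell-killing and DMSO as no toxicity.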
EPAC2 ag: agonists of human EPAC2 (RAPGEF4) | Q8WZA2 | EPAC2 activation, biochemical qHTS; response scale: 100% = 6.5 mM cAMP response | Potency, µM (top dose mostly 154 µM), for the others: top-dose activation, actives largely listed as activators | 360,000 compounds, 0.079% hits; further: potency means the concentration at half of the fitted maximal effect; nearly all actives have a fitted effect of over 50% in size
Target sequence (Q8WZA2 whole entry, looked up): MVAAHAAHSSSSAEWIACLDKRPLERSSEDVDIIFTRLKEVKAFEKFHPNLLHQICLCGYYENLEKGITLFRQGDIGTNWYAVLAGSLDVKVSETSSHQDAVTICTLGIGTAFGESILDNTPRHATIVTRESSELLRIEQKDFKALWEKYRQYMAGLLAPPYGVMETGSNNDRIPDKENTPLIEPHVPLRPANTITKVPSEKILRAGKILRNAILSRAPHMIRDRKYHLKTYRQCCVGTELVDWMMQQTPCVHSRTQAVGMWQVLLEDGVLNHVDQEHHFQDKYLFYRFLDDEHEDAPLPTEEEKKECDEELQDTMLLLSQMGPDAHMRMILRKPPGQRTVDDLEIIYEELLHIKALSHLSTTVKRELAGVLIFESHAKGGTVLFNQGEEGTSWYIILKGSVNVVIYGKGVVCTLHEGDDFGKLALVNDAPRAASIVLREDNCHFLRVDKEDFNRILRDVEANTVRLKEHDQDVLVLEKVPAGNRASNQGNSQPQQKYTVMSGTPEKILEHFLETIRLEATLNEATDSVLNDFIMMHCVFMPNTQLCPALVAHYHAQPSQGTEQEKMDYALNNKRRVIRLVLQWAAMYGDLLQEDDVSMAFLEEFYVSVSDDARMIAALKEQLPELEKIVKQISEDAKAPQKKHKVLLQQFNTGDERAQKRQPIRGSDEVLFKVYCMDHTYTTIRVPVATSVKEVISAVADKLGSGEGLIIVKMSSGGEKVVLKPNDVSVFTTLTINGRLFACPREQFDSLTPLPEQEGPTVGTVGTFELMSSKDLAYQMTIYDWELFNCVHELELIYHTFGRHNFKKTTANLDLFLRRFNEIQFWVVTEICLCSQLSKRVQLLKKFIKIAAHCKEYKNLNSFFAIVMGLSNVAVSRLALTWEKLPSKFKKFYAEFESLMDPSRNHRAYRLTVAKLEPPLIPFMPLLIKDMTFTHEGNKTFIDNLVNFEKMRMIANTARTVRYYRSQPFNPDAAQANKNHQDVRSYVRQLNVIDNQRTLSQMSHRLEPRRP
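Fluorescence exchange assay: 100 nM EPAC2 with 250 nM RAP1B-BODIPY-GDP and 50 uM GDP; compounds tested as a concentration-titration series (qHTS). Loss of Rap1-bound BODIPY-GDP fluorescence read at 480/540 nm; data normalized to 6.5 mM cAMP.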
* hit, by the source's call; i = inactive; u = inconclusive; x = not tested or not shown; & = joins results of further samples; [ ] = dose if it differs, or a comment. Unless noted, the call rests on the fitted dose curve; in most records, active means well fitted curve in the direction sought with a large enough effect; inconclusive means small, poorly fitted or top-dose-only effect, or another doubt; inactive means no such curve, though single readings can be large; an effect the other way counts as inactive or inconclusive.

Second line of a record: TGFb inhibitor | Nrf2 activator | EPAC2 ag | ATXN2 expr inh | IL2 activator | Nrf2 block | HepG2 tox | A549 tox | ATXN viability
COCCn1c(SCC(=O)Nc2ccc(Cl)cn2)nc2ccccc21
    9% | -0.6% | 11% | u | -1.7 | -25% | 15% | 1% | i
C#CCOCCOCCOCCNc1nc(N2CCOCC2)nc(N2CCN(C(=O)[C@H](C)n3cc(CCCN=C(N)N)nn3)CC2)n1
    -4% | 0.4% | 8% | 2% | -0.1 | 2% | -21% | 2% | i
COc1ccc(CNC(=O)C(=O)Nc2cccc(C)c2C)cc1
    -8% | -0.7% | x | -1% | x | u | -5% | 1% | i
CC(=O)Nc1ccc(S(=O)(=O)N2CCC(C(=O)NCc3ccco3)CC2)cc1
    12% | -0.2% | 3% | 16% | -0.7 | 2% | -3% | 1% | i
C=CCCN(C(CC(C)C)C(=O)OC)S(=O)(=O)c1cc(Br)ccc1Br (stereo not given)
    -7%&-36% | 0.4% | 10% | -8% | -0.6 | 4%&-3% | -2%&-33% | 8%&5% | i
COc1ccc(-c2ccc(CN3C(CC(C)C)C(=O)N(Cc4cn(Cc5ccco5)nn4)CCS3(=O)=O)cc2)cc1 (stereo not given)
    -4% | 0.7% | 8% | -27% | -2.7 | x | -54% | x | i
CCCCNC(=O)c1sc(=S)n(-c2ccccc2OC)c1N
    -5% | 0.5% | 2% | 0% | -2.5 | -12% | -2% | 6% | u
COc1ccc(C2CCCN2C(=O)Nc2cccc(C(C)=O)c2)cc1OC (stereo not given)
    10% | 0.6% | 6% | -2% | -0.3 | -7% | -25% | 1% | i
CCOc1ccccc1C(=O)NCC(=O)N1CCN(Cc2ccc3c(c2)OCO3)CC1
    6% | 2.5% | -2% | -13% | -0.8 | 4.6µM* | -1% | -4% | i
Nc1ccc(OCC(O)C[n+]2ccc(CCS(=O)(=O)[O-])cc2)cc1 (stereo not given)
    0% | -0.3% | 8% | x | -1.4 | 12% | -16% | 3% | i
COC(=O)C(C(C)C)N1CC(=O)c2ccccc2S1(=O)=O (stereo not given)
    -21% | x | x | x | x | 8% | -6% | -10% | x
COc1cc(C)ccc1OCCSc1nnc(-c2cccs2)o1
    -16% | 4.8% | x | 9% | x | 20% | -16% | 8% | i
CN1CCN(C(=O)c2cc3sc4ccccc4c3s2)CC1
    21% | 0.3% | 3% | -2% | -4.4 | u | -26% | 2% | i
O=S(=O)(Nc1nc(SCc2ccc(Cl)cc2)n[nH]1)c1ccccc1
    u | -0.6% | 9% | x | -0.1 | -3% | -22% | -1% | i
Cc1ccc(CSc2nc3cccnc3n2Cc2ccc(C(=O)NCCc3cccs3)cc2)cc1
    u | 2.8% | x | x | x | u | -66% | -14% | x
O=c1c2sccc2n(Cc2ccc(F)cc2)c(=O)n1-c1ccc(F)cc1
    -7% | 0.5% | 5% | -1% | 1.2 | 4% | 16% | 1% | i
CCCSc1ncnc2[nH]ncc12
    -4% | 2.7% | 4% | 1% | 0.2 | -1% | -18% | -7% | i
O=C1OC(c2cc(Br)c(O)c(Br)c2)c2ccccc21 (stereo not given)
    0% | u | 16% | 16% | 0.2 | 5% | -10% | 0% | i
CC1=C(c2ccc(C)c(C)c2)S(=O)(=O)N=C1N1CCC(C(=O)N2CCCCC2)CC1
    0% | 6.4% | x | 1% | x | 10% | -11% | 8% | i
O=C(Nc1ccc(N2C(=O)C3C4C=CC(C4)C3C2=O)cc1Cl)c1cccs1 (stereo not given)
    -12% | -0.1% | 7% | 3% | -0.9 | u | -22% | -3% | i
CCN1CCN(S(=O)(=O)c2ccc3c(c2)OCCO3)CC1
    20% | 0.0% | 7% | 0% | 0.0 | -21% | -5% | 0% | i
COCc1cc(C)n(CC(=O)NCC2CCCO2)c(=O)c1C#N (stereo not given)
    -3% | -0.7% | -4% | 5% | -0.3 | 10% | -2% | 3% | i
CCN1CCN(C(c2cccs2)C(C)NC(=O)c2ccccc2OC)CC1 (stereo not given)
    -4% | 4.0% | 14% | 10% | -1.7 | 16% | -13% | 11% | i
Cc1csc(NC(=O)CSc2nc(C(C)C)nc3c2c(=O)n(C)c(=O)n3C)n1
    -2% | -0.6% | -8% | -22% | -3.0 | u | -22% | -2% | u
Cc1c(Br)c(C(F)(F)F)nn1CC(=O)NCC1CCCO1 (stereo not given)
    8% | 0.0% | -8% | 5% | -1.8 | -18% | 3% | -1% | i
COc1cc(OC)c(NC(=O)c2cc(S(=O)(=O)N3CCOCC3)cn2C)cc1Cl
    -2% | 4.3% | 7% | 4% | -2.2 | 3% | -26% | 5% | i
C=CCSC1=C(C#N)C(c2ccccc2Cl)C(C(=O)c2cccs2)C(O)(C(F)(F)F)N1 (stereo not given)
    u | 6.3% | 0% | -19% | 0.1 | -29% | -39% | -11% | i
CC1CCN(S(=O)(=O)c2ccc(F)c(C(=O)O)c2)CC1
    12% | 0.2% | 3% | -2% | -0.5 | -6% | -15% | -7% | i
CCCc1ccc(S(=O)(=O)NCc2nnc(SC)n2C)cc1
    3% | -0.1% | 1% | -13% | 1.4 | -19% | 4% | 2% | i
Cc1cc(NC(=O)CCNS(=O)(=O)c2ccc3c(c2)CCCC(=O)N3)ccc1Br
    -10% | 0.3% | x | -17% | x | -29% | -11% | 13% | i
COc1cc(/C=N/Nc2nnc3c(n2)[nH]c2ccccc23)ccc1O
    0% | 3.0% | -5% | -1% | -0.9 | 6% | 6% | -10% | i
Cc1cc(NC(=O)c2ccco2)cc(-c2nc3cc(Cl)ccc3o2)c1O
    8% | u | x | 7% | x | u | 3% | -1% | i
COc1ccccc1C1CC(=O)Nc2cc(C)c(C)cc21 (stereo not given)
    -18% | 0.2% | -6% | -21% | -0.6 | -24% | 14% | -19% | i
COc1ccccc1C(=O)NC(=O)COC(=O)Cc1n[nH]c(=O)c2ccccc12
    2% | -0.4% | 3% | -9% | -0.3 | -1% | -2% | 12% | i
COc1ccccc1C(=O)Nc1ccccc1OCc1cc(=O)n2c(C)csc2n1
    0% | -0.8% | x | -3% | x | -17% | 4% | 0% | u
CC(=O)Nc1ccc(S(=O)(=O)Nc2cccc(-c3ccc4nncn4n3)c2)cc1
    -9% | 0.2% | 5% | 10% | -0.4 | -9% | -5% | 2% | i
Cc1nc2cc(-c3ccccc3)nn2c(C)c1CCC(=O)N1CCN(c2ccccc2)CC1
    0%&-6% | -2.0%&-2.6% | 21% | -18%&-24% | -2.3 | u | -14%&-8% | -6%&0% | i
CCOCCCNC(=O)C1CCC(CNS(=O)(=O)c2cccc3nsnc23)CC1 (stereo not given)
    -19% | 0.3% | 6% | -6% | 5.2 | -4% | 0% | -9% | i
CC1=C(c2ccc(C(C)C)cc2)S(=O)(=O)NC1=NCc1ccccc1Br
    -2% | 0.9% | x | x | x | -13% | -35% | 3% | x
COC(=O)CN1C(=O)C(C)(C)Oc2ccc(C(=O)Nc3cccc(OC)c3)cc21
    4% | -0.3% | 15% | -14% | -0.1 | -2% | -6% | -3% | i
O=C(c1ccco1)N1CCN(c2c([N+](=O)[O-])nn(-c3cccc(Cl)c3)[n+]2[O-])CC1
    u | 2.4% | 16% | x | -0.2 | 30% | -21% | 18% | u
Cn1cc(/C=C/C(=O)c2ccccc2)c2ccccc21
    0% | 12% | 13% | -18% | 0.3 | u | -61% | 2% | i
CN1CCN(CC(=O)NN(Cc2ccccc2)c2ccccc2)CC1
    -11% | 0.3% | 11% | -18% | 1.8 | -3% | 10% | 1% | i
OC(CNCc1ccccn1)c1ccccc1 (stereo not given)
    7% | -0.7% | 7% | 6% | 1.1 | 6% | -5% | -2% | i
CC(C)(C)NC(=O)CCN(/N=C/c1ccccc1O)C1=NS(=O)(=O)c2ccccc21
    6% | 4.8% | -3% | -17% | -5.6 | u | 3% | -17% | i
CCOC(=O)C1=NNC2(c3ccccc3)C(=O)N(c3cccc(Br)c3)C(=O)C12 (stereo not given)
    7% | -0.7% | 1% | 2% | -0.4 | 18% | -5% | -7% | i
COc1ccc(-c2coc3c(C(=O)NCC(C)C)cccc23)c(C)c1
    u | -1.6% | 7% | -35% | -0.3 | x | -28% | x | i
CC(C)C1C(=O)NC(=S)N1S(=O)(=O)c1ccc(C(C)(C)C)cc1 (stereo not given)
    u | 0.3% | -6% | 1% | -0.4 | x | -5% | -18% | i
COc1ccccc1-c1cccc(-c2nc(C(=O)Nc3nccs3)cc3c2[C@@H](CCO)N(C(=O)CC2CC2)C3)c1
    x | -0.2% | 9% | -1% | 1.0 | x | x | x | i
NS(=O)(=O)c1ccc(NC(=O)c2cc(=O)c3ccccc3o2)cc1
    7% | 19% | 11% | 31% | 0.0 | 13% | 9% | -6% | i
Cc1ccc(OCCC(=O)Nc2ccc3c(c2)OCCCO3)cc1
    -4% | 3.3% | 8% | 45%[activator] | -3.9 | 5% | -18% | 3% | i
O=C(OCc1ccccc1)N1CCC2CC1c1cc(-c3ccc(F)cc3)ccc12 (stereo not given)
    -22% | 7.4% | 11% | 32%[activator] | 0.5 | u | -42% | 10% | i
CC/C(O)=C(/C#N)c1nnc2n1CCCCC2
    -4% | -0.9% | 2% | -7% | -0.8 | 13% | -2% | -3% | i
COc1ccc2[nH]c(C(=O)N/N=C/c3ccc(OC)c(O)c3)cc2c1
    -9% | 2.0% | -1% | 35%[activator] | -0.9 | -4% | -15% | 0% | i

Two compounds picked at random from those above:
Second line of a record: TGFb inhibitor | Nrf2 activator | EPAC2 ag | ATXN2 expr inh | IL2 activator | Nrf2 block | HepG2 tox | A549 tox | ATXN viability
Cc1ccc(OCCC(=O)Nc2ccc3c(c2)OCCCO3)cc1
    -4% | 3.3% | 8% | 45%[activator] | -3.9 | 5% | -18% | 3% | i
CC/C(O)=C(/C#N)c1nnc2n1CCCCC2
    -4% | -0.9% | 2% | -7% | -0.8 | 13% | -2% | -3% | i
